High-throughput results from PubChem.
Apaf1 inhib – inhibitors of human Apaf-1 apoptosome, primary screen, biochemical, DEVD-Rh110 fluorescence, uHTS; reconstituted apoptosome caspase-3 activity; hit rate 0.71% among 330,000; inhibition, % at 20 µM; AID 489030, 2010; Apoptotic protease-activating factor 1 (Homo sapiens), O14727; active = inhibition of at least 40% at 20 µM;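 also: plate controls were DMSO wells for no effect and DEVD-CHO caspase inhibitor wells for full effect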
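Material: reconstituted apoptosome with Apaf-1, cytochrome c, caspase-9, procaspase-3, dATP. Technique: Rh110 fluorescence intensity. Buffer or medium: pH 7.5 Hepes buffer with CHAPS, BSA, DTT. Times: 30 min plus 50 min, RT.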
SENP8 block-1 – human SENP8 protease inhibitors, primary screen, biochemical, fluorescence, Nedd8 protein substrate, uHTS; Sentrin-specific protease 8 (Homo sapiens), Q96LD8; recombinant SENP8; inhibition, % at 20 µM; hit rate 0.64% among 360,000; AID 602440, 2012; in the data active = inhibition mostly above about 40%, no sharp cut-off; inactive = mostly below about 27%
Target sequence (Q96LD8 whole entry, looked up): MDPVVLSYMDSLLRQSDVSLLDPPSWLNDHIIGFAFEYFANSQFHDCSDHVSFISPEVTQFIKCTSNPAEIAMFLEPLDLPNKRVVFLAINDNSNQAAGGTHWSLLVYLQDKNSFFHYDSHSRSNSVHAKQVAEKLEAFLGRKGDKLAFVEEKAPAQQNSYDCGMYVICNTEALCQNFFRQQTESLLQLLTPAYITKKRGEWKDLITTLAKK
SENP1 inh – human SENP1 catalytic domain inhibitors, primary screen, biochemical, FRET, uHTS. recombinant SENP1 catalytic domain, CyPet-SUMO1-YPet FRET cleavage. inhibition, % at 10 µM. hit rate 0.21% among 360,000. AID 624204, 2012;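 active = inhibition at least 30% at 10 µM, raw YFP signal under a set limit, fluorescence ratio 0.5 to 1.5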;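 also: 0% = enzyme with DMSO and 100% = no enzyme wells; some results filed as inactive read as strong as hits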
Target sequence (Q9P0U3 419-644 limits assumed): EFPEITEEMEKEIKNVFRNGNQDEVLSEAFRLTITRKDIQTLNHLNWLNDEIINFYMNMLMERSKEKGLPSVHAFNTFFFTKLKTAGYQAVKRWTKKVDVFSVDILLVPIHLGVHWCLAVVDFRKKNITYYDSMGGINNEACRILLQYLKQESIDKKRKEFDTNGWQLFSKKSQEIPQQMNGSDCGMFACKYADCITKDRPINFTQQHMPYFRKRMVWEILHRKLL
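Compound: 10 µM single point, 0.5% DMSO; Test system: hSENP1 catalytic domain, recombinant; Timing: 50 min reaction at room temperature; Technique: FRET, CFP and YFP emission; Control set: no-enzyme wells low, DMSO-plus-enzyme wells high control.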
SENP6 inh – SENP6 protease inhibitors, primary screen, biochemical, luminescence, uHTS; Sentrin-specific protease 6 (Homo sapiens), Q9GZR1; Recombinant SENP6 catalytic domain, aminoluciferin luminescence; inhibition, % at 10 µM; hit rate 1.8% among 330,000; AID 2599, 2010;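 active = inhibition above about 50% at the single tested dose, limit read from the data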;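 also: plate controls were DMSO wells with enzyme for no effect and DMSO wells lacking enzyme for full effect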
Target sequence (Q9GZR1 628-1112 limits assumed): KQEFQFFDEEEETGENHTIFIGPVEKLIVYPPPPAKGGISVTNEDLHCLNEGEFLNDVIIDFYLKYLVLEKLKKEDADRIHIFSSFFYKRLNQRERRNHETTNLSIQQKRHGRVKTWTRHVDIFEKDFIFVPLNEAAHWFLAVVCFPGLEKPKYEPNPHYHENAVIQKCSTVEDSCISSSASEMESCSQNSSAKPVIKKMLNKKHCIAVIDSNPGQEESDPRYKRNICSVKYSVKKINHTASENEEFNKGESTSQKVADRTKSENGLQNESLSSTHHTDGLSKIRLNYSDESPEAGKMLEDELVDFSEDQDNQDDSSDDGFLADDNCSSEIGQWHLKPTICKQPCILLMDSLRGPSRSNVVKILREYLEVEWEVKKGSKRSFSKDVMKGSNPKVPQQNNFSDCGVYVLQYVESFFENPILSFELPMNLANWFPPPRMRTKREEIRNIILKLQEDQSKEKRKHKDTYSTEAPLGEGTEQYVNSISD
NALP3 yeast inh – NALP3 inflammasome inhibitors in reconstituted yeast, primary screen, luminescence, uHTS; inhibition, % at 10 µM; Yeast reconstituted NLRP3/ASC/caspase-1, beta-gal luminescence, 24 h; hit rate 0.39% among 330,000;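 active = inhibition of 50% or more; inactive = inhibition below 50%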;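 also: plate controls were induced DMSO wells for no effect and uninduced yeast grown without galactose for full effect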
SENP8 block-2 – SENP8 protease inhibitors, primary screen, biochemical, luminescence | Sentrin-specific protease 8 (Homo sapiens), Q96LD8 | purified SENP8, Z-RLRGG-aminoluciferin cleavage | inhibition, % at 10 µM | hit rate 1.2% among 330,000 | AID 2540, 2010; in the data active = inhibition above about 50%
SENP7 inh – SENP7 protease inhibitors, primary screen, biochemical, luminescence, uHTS. AID 434973, 2010. inhibition, % at 5 µM. Sentrin-specific protease 7 (Homo sapiens), Q9BQF6. recombinant SENP7, Z-RLRGG-aminoluciferin luminescence, 40 min. hit rate 1.5% among 330,000;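 active = inhibition above about 50% at the single test dose, limit read from the data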;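 also: plate controls were DMSO with enzyme for no effect and no enzyme buffer wells for full effect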
PfG6PD inh – PfG6PD enzyme inhibitors, primary screen, biochemical, fluorescence intensity, uHTS; PfGluPho enzyme, NADPH resazurin-diaphorase fluorescence; inhibition, % at 20 µM; hit rate 0.78% among 350,000;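 active = inhibition reaching at least a set limit at 20 µM in the primary screen, cut at about 59% in these data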;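 also: 0% = DMSO wells with substrate and 100% = DMSO wells lacking glucose-6-phosphate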
HKDC1 inhibitor – HKDC1 hexokinase inhibitors, primary screen, biochemical, fluorescence, uHTS. Q2TB90. inhibition, % at 20 µM. hit rate 0.16% among 340,000. recombinant HKDC1, G6PDH/diaphorase resazurin coupled fluorescence;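 active = inhibition above about 35% when tested at 20 µM, limit read from the data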;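 also: plate controls were DMSO wells with enzyme for no effect and DMSO wells lacking enzyme for full effect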
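Material – in-house recombinant HK5 (HKDC1) enzyme · Quantity – HKDC1 at 5 µg/mL · Buffer or medium – pH 8.0 Tris buffer with 10 mM MgCl2 · Reagent – glucose with 1 mM ATP · Dosing – single 20 µM dose · Times – reaction time 90 min, room temperature, protected from light · Technique – resorufin fluorescence at 613 nm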
Numbers without * were called inactive; / = not tested or not shown. No enrichment for hits, and some 4.1% of all compounds hit somewhere here.

SMILES | Apaf1 inhib | SENP8 block-1 | SENP1 inh | SENP6 inh | NALP3 yeast inh | SENP8 block-2 | SENP7 inh | PfG6PD inh | HKDC1 inhibitor
CN(C)C(=O)NC(O)C(Cl)Cl (stereo unspecified) | -31 | / | / | -6 | 9 | 0 | 2 | / | /
Cc1ccc2c(c1)C(=O)CC1(CCC(C(C)(C)C)CC1)O2 (stereo unspecified) | 5 | -34 | 0 | -15 | 6 | -1 | -7 | 5 | -1
O=[N+]([O-])c1ccccc1S(=O)(=O)N1CCCc2ccccc21 | 1 | 18 | 0 | -36 | 18 | -14 | 7 | 9 | 7
Cc1cc(=O)oc(C)c1C(=O)OCC(=O)c1ccc(Br)cc1 | 2 | 30 | 4 | -8 | 4 | -6 | 4 | -3 | -2
Cn1nccc1NC(=O)COCC(=O)O | -18 | 1 | 1 | -5 | 0 | -9 | -10 | -5 | -4
O=C(O)CC/C(=C\c1cccc(NC(=O)c2ccccc2Cl)c1)c1nc2ccccc2s1 | 14 | -405 | -11 | 6 | 14 | -1 | 11 | -37 | 14
Cc1onc(-c2ccccc2)c1C(=O)NC(CC(=O)O)c1ccc(OC(C)C)cc1 (stereo unspecified) | -6 | 13 | -2 | -3 | -2 | 3 | 5 | 7 | -2
C/C(=N/NC(=O)CNC(=O)COc1ccccc1)c1ccc(Cl)cc1 | 0 | 15 | 2 | -11 | 30 | -4 | -6 | -1 | 0
COc1ccccc1NC(=O)CC1Nc2ccccc2NC1=O (stereo unspecified) | 4 | -33 | -66 | 4 | -18 | 0 | 8 | 6 | -4
COc1ccc(C(CNCC(O)COc2c(C)ccc(C)c2C)N(C)C)cc1 (stereo unspecified) | 0 | 36 | 0 | -10 | -8 | 5 | 1 | -7 | 1
O=C(CCN1C(=O)c2ccccc2C1=O)Nc1ccc(F)cc1 | -22 | 14 | 1 | -9 | 19 | 5 | 7 | 7 | -14
CCOC(=O)c1c(S(=O)(=O)NCC2CCN(CCc3cccs3)CC2)c(C)n(C)c1C | 4 | 24 | -11 | -9 | 3 | -2 | -46 | -4 | -5
Cn1c(=O)c2cc(S(=O)(=O)NCCC(=O)Nc3ccccc3F)ccc2n(C)c1=O | -11 | 10 | 0 | 7 | 16 | 3 | 1 | -1 | 11
COc1ccccc1C(=O)Nc1nnc(-c2ccc3c(c2)CCCC3)o1 | 20 | 3 | 1 | -2 | 27 | -2 | 0 | -53 | 3
CN(c1ccccc1)c1nc(N)c([N+](=O)[O-])c(Nc2ccc(F)cc2)n1 | 24 | 22 | 1 | -9 | 20 | -7 | -7 | 17 | 0
O=C(COC(=O)Cc1ccc(Cl)cc1)NCCc1ccccc1 | 5 | 5 | 3 | -2 | 14 | 5 | 7 | -12 | -5
O=C(NCC1CCCN1S(=O)(=O)c1ccccc1)C(=O)NC1CC1 (stereo unspecified) | 4 | 19 | 0 | -9 | 9 | 5 | -1 | -7 | -6
Cc1ccc2c(c1)N(CCCC(=O)Nc1cccc(C(F)(F)F)c1)C(=O)CO2 | 23 | -1 | -7 | 7 | 14 | -3 | -3 | 22 | 3
Cc1ccc(NC(=O)CSc2ccc(-c3cccnc3)nn2)cc1 | 7 | 11 | 1 | 5 | 12 | -9 | -7 | 6 | 4
COc1cccc(C(=O)C2CCCN(C(=O)c3ccccc3Cl)C2)c1 (stereo unspecified) | 6 | 6 | 4 | 1 | 13 | -2 | -3 | 3 | -2
CC(C)(C)S(=O)(=O)/C(C#N)=C/Nc1ccccn1 | -10 | 13 | -1 | 7 | -3 | 8 | 0 | -3 | 0
CC(C)c1ccccc1NC(=O)Nc1ccc2c(c1)OCO2 | -6 | 9 | -2 | 3 | 11 | -2 | -13 | 8 | -3
C=CCN(CC=C)C(=O)c1c(OC)cccc1OC | 7 | 3 | -9 | -3 | -14 | -4 | 5 | -9 | -10
COc1ccc(NC(=O)CN(C)C(=O)C(NC(=O)c2ccco2)C(C)C)cc1 (stereo unspecified) | 1 | 7 | 0 | -15 | 2 | 0 | 5 | -2 | 0
CCCC(C(=O)NC(C)(C)C)N(CCN1CCOCC1)C(=O)CNS(=O)(=O)c1ccccc1 (stereo unspecified) | 4 | 4 | 2 | -13 | 16 | -2 | -3 | -11 | -3

Next part, overlapping the part above by 2 compounds.
SMILES | Apaf1 inhib | SENP8 block-1 | SENP1 inh | SENP6 inh | NALP3 yeast inh | SENP8 block-2 | SENP7 inh | PfG6PD inh | HKDC1 inhibitor
COc1ccc(NC(=O)CN(C)C(=O)C(NC(=O)c2ccco2)C(C)C)cc1 (stereo unspecified) | 1 | 7 | 0 | -15 | 2 | 0 | 5 | -2 | 0
CCCC(C(=O)NC(C)(C)C)N(CCN1CCOCC1)C(=O)CNS(=O)(=O)c1ccccc1 (stereo unspecified) | 4 | 4 | 2 | -13 | 16 | -2 | -3 | -11 | -3
CCn1c(=O)c2c(nc3n2CCS3)n(C)c1=O | -1 | 19 | 3 | -20 | 16 | -3 | -2 | -15 | -4
COc1ccc(Cc2nc3ccc(C(=O)N(C)CC4COCCO4)cc3o2)cc1 (stereo unspecified) | 5 | 8 | 0 | 2 | 0 | 9 | -5 | -11 | 0
COc1ccc(NS(=O)(=O)c2ccc(-n3nnc4ccccc43)c([N+](=O)[O-])c2)cc1 | 8 | 11 | 0 | -1 | 11 | 2 | 9 | -27 | 10
COC(=O)C1=NN(C(=O)c2cccc(Cl)c2)C(O)(C(C)(C)C)C1 (stereo unspecified) | / | 18 | 4 | / | / | / | / | -29 | -12
Cc1ccc(/C=N/NC(=O)CSc2nc3ccccc3c(=O)n2-c2ccccc2C)s1 | 14 | 10 | 1 | 5 | 2 | -2 | 3 | 6 | -2
CCN(C(=O)COC(=O)c1cc(S(=O)(=O)N2CCOCC2)ccc1F)C1CCS(=O)(=O)C1 (stereo unspecified) | 10 | 8 | 0 | -12 | -2 | -20 | -16 | -11 | -6
Cc1[nH]c(=O)[nH]c(=O)c1N(C)C | -11 | 7 | -2 | 2 | 12 | 0 | 6 | 0 | -15
COc1ccccc1CNC(=O)CSc1nc(=O)n(Cc2ccncc2)c2c1CCC2 | -1 | -5 | 2 | 2 | 5 | -4 | 1 | -2 | -3
CC(C)COC(=O)c1ccccc1OC(=O)c1ccncc1 | -7 | 7 | -1 | -10 | 1 | -9 | -2 | -7 | 3
Cc1cc(C(=O)N2CCc3ccccc32)c2ccccc2n1 | 6 | 23 | 3 | 0 | -21 | -15 | -1 | -6 | 4
CC(=O)c1ccc(NC(=S)N2CCN(C(=S)Nc3ccc(C(C)=O)cc3)C(C)C2)cc1 (stereo unspecified) | -10 | 6 | 3 | -23 | 7 | 0 | 9 | 8 | 0
O=C(C1CCC1)N1CCc2cc(S(=O)(=O)Nc3ccc4c(c3)OCCO4)ccc21 | 14 | 18 | 4 | -12 | 10 | -4 | 4 | 1 | -5
O=S1(=O)NC(=NCCOCCO)c2ccccc21 | 1 | 6 | 0 | 3 | 32 | -5 | -4 | 3 | -8
Cc1ccc(S(=O)(=O)CCC(=O)OCC(=O)c2cc(C)ccc2C)cc1 | 11 | 15 | 1 | -24 | 6 | -9 | 8 | -4 | -4
O=C(NCCc1nccs1)C1CCC(=O)N(Cc2cccc(C(F)(F)F)c2)C1 (stereo unspecified) | 5 | 3 | -1 | 6 | 4 | -2 | -2 | 3 | -1
CCOC(=O)C1(Cc2cccc(OC)c2)CCN(CCO)CC1 | 1 | 19 | 0 | 12 | -4 | -5 | 4 | -4 | 2
CCOC(=O)c1c2n(c3ccc(O)cc13)CCC2 | -5 | 14 | 1 | -10 | 29 | -4 | -2 | -14 | -1
COC(=O)c1ccc(-c2ccc([C@H]3[C@H]4C=CC[C@@H](C)[C@@H]4C(=O)N3Cc3ccccc3)c(F)c2)cc1 | 18 | -10 | 0 | -9 | 5 | -3 | -2 | 5 | 1
Cc1cc(=O)[nH]c(SCn2nnc3ccccc3c2=O)n1 | -15 | 11 | -1 | 2 | 11 | 6 | 4 | -7 | 1
COc1ccc(S(=O)(=O)N2CCN(C(=O)c3ccco3)CC2)cc1C(C)(C)C | 3 | 15 | 2 | 5 | 1 | 2 | -2 | -12 | -2
COc1ccc(C(=O)N/N=C/c2cccc3cccnc23)cc1 | 8 | 21 | 0 | -29 | 5 | -7 | -9 | 28 | -9
COc1ccc(NC(=O)Cn2nnc(C(=O)NCc3ccccc3)c2N)cc1Cl | 2 | 16 | 4 | -8 | 16 | -1 | 9 | -2 | -7
NS(=O)(=O)c1ccc(CCNC(=O)c2ccccc2-c2ccccc2)cc1 | 11 | -1 | -1 | -9 | 12 | -4 | -6 | 1 | -2
COc1cccc(C(=O)NC(C)c2ccc(Br)cc2)c1 (stereo unspecified) | 3 | 9 | 0 | -4 | 3 | -4 | 0 | 6 | -3
CCOc1cnc(-c2c(-c3ccccc3Cl)noc2C)o1 | 10 | 5 | 0 | 0 | 9 | -6 | -4 | -20 | 9
Cc1ccc(Cn2nnc3c(=O)n(CC(=O)NCC4CCCO4)cnc32)cc1 (stereo unspecified) | -19 | -5 | 0 | -4 | 10 | -2 | -10 | 1 | -14
CCCCn1c(N)c(N(CCOC)C(=O)c2cc(-c3ccccc3)nc3ccccc23)c(=O)[nH]c1=O | 5 | -64 | -18 | 4 | 19 | 3 | 3 | -3 | 1
O=C(c1ccc(N2CCCC2)c([N+](=O)[O-])c1)N1CCN(CCO)CC1 | -19 | 20 | 0 | -17 | -2 | -10 | 2 | 12 | -4
Cc1nn(Cc2ccccc2)c(Cl)c1C(=O)OCc1nnc(-c2ccc(Cl)cc2)o1 | 12 | 3 | -3 | -7 | 11 | -4 | -2 | -27 | 6
COc1cc2c(C(F)(F)F)c(-c3ccsc3)oc(=O)c2cc1OC | 15 | -4 | 1 | 19 | 14 | 1 | 3 | -17 | 8

Entries listed so far containing a furan ring, fused or not, in the order listed:
SMILES | Apaf1 inhib | SENP8 block-1 | SENP1 inh | SENP6 inh | NALP3 yeast inh | SENP8 block-2 | SENP7 inh | PfG6PD inh | HKDC1 inhibitor
COc1ccc(NC(=O)CN(C)C(=O)C(NC(=O)c2ccco2)C(C)C)cc1 (stereo unspecified) | 1 | 7 | 0 | -15 | 2 | 0 | 5 | -2 | 0
COc1ccc(S(=O)(=O)N2CCN(C(=O)c3ccco3)CC2)cc1C(C)(C)C | 3 | 15 | 2 | 5 | 1 | 2 | -2 | -12 | -2

2 compounds picked at random from the list so far, as already listed:
SMILES | Apaf1 inhib | SENP8 block-1 | SENP1 inh | SENP6 inh | NALP3 yeast inh | SENP8 block-2 | SENP7 inh | PfG6PD inh | HKDC1 inhibitor
Cc1[nH]c(=O)[nH]c(=O)c1N(C)C | -11 | 7 | -2 | 2 | 12 | 0 | 6 | 0 | -15
Cc1ccc(S(=O)(=O)CCC(=O)OCC(=O)c2cc(C)ccc2C)cc1 | 11 | 15 | 1 | -24 | 6 | -9 | 8 | -4 | -4
